Source: PubChem BioAssay (Southern Research Specialized Biocontainment Screening Center)
M. tuberculosis HTS: M. tuberculosis growth inhibition, HTS (AID 449762). M. tuberculosis H37Rv growth inhibition, 7H9 media; higher % means a stronger effect. inhibition, % at 25 µM; hits with a dose series show IC50 in µM. 330,000 tested, 0.59% active; in the data active = a potency from the dose series; inconclusive = inhibition above about 70% without an active follow-up result;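 also: bacterial growth assessed after seven days of incubation; strong numbers were not always called active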
H1N1 NS1A inhibition: H1N1 influenza NS1A inhibitors, functional cell based assay (AID 504329) | NS1A functional cell-based assay, percent inhibition; higher % means a stronger effect | inhibition, % at 12.5 µM; hits with a dose series show IC50 in µM | 340,000 tested, 0.3% active; in the data active = a potency from the dose series; inconclusive = inhibition above about 27% without an active follow-up result; also: strong numbers were not always called active
PhoP GFP inhibition: PhoP regulon inhibitors, Salmonella typhi PhoP promoter GFP reporter, confirmatory (AID 1850); 310,000 tested, 0.33% active; Salmonella Typhi PhoP-promoter GFP reporter, fluorescence, 4 h; higher % means a stronger effect; one-dose inhibition, % at 50 µM; IC50 in µM for titrated hits; in the data active = a potency from the dose series; inconclusive = inhibition mostly from about 25% at the one dose, without a potency; inactive = the rest, 99 in 100 with inhibition below about 19%;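 also: 0% = induced wells with vehicle and 100% = uninduced wells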
VEEV TC-83 Vero: inhibitors of VEEV TC-83 cytopathic effect, confirmation, Vero cells (AID 588727); Vero cells, VEEV TC-83 cytopathic effect inhibition; higher % means a stronger effect; inhibition, % at 20 µM, or IC50 in µM where a hit was titrated; 350,000 tested, 0.13% active; in the data active = a potency from the dose series; inconclusive = inhibition mostly from about 14% at the one dose, without a potency; inactive = the rest, 99 in 100 with inhibition below about 12%; also: strong numbers were not always called active
M. tuberculosis: growth inhibition of non-replicating M. tuberculosis (AID 488890); Mycobacterium tuberculosis non-replicating, growth inhibition; higher % means a stronger effect; inhibition, % at 25 µM; hits with a dose series show IC50 in µM; 320,000 tested, 0.39% active; in the data active = a potency from the dose series; inconclusive = inhibition mostly from about 82% at the one dose, without a potency; inactive = the rest, 99 in 100 with inhibition below about 76%;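 also: plate controls were DMSO cells for no effect and high antibiotic wells for full effect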
VEEV TC-83 Vero 10K pilot screen: second read-out of VEEV TC-83 Vero, no call of its own (marks repeat the call); inhibition, %; measured here: 10K pilot screen inhibition
The depositor's hits bear a star; i = inactive; ? = inconclusive; . = no result given.

SMILES	M. tuberculosis HTS	H1N1 NS1A inhibition	PhoP GFP inhibition	VEEV TC-83 Vero	M. tuberculosis	others
CCC(COC(C)=O)Nc1nc2c([nH]1)c(=O)n(C)c(=O)n2C (stereo not drawn)	-5%	-4%	2%	1.5%	-10%
O=C(N/N=C/c1ccc(OC(=O)c2ccco2)cc1)c1ccccn1	?	.	-6%	5.7%	6µM*
COc1ccc(C2=NCC(CSc3nnc(-c4ccc5c(c4)OCO5)o3)S2)cc1 (stereo not drawn)	0%	-17%	7%	6.1%	76%	VEEV TC-83 Vero 10K pilot screen=6.2
COC(=O)c1sc2nc[nH]c(=O)c2c1C	-2%	-2%	-10%	1.6%	5%
O=C(N/N=C/C(Cl)=C/c1ccccc1)c1ccccn1	?	-5%	4%	1.4%	?
CN(Cc1ccccc1)S(=O)(=O)c1cccc2cccnc12	-4%	-2%	6%	4.4%	4%
Nc1ccc(N2CCOCC2)c(Cl)c1	-7%	4%	2%	1.5%	5%
Cc1onc(-c2c(Cl)cccc2Cl)c1C(=O)NNc1ccccc1	66%	-3%	-7%	i	78%
Cc1ccc(O)c(Cn2nnc3ccccc32)c1	0%	2%	-25%	i	-13%	VEEV TC-83 Vero 10K pilot screen=0.2
O=C(COc1ccccc1)Nc1nnc(-c2ccco2)o1	-3%	6%	-5%	i	.
O=C(Nc1ccc(OC(F)(F)F)cc1)C1CC(=O)N(Cc2ccco2)C1 (stereo not drawn)	3%	-6%	.	1.8%	20%
C#CCN(CC=C)C(=O)c1ccc2nc(C3CCCCC3)oc2c1	4%	-7%	-1%	1.4%	10%
CCCNC(=O)C1CNc2ccccc2O1 (stereo not drawn)	-5%	-5%	-10%	0.6%	-8%
CCOC(=O)c1c(C)n(Cc2ccccc2)c2ccc(OCC(O)Cn3nc(C)cc3C)cc12 (stereo not drawn)	13%	5%	-3%	i	22%
C/C=C(\C)C(=O)N[C@@H](C)CN1C2=NC[C@H](C(C)C)N2C[C@H]1Cc1ccc(OC)cc1	.	-2%	.	0.2%	.
CCOCC(=O)Nc1cc(C(=O)OC)cc(C(=O)OC)c1	3%	-8%	2%	0.1%	32%	VEEV TC-83 Vero 10K pilot screen=1.8
COc1ccc(N=C2SCC(=O)N2c2ccc(OC)cc2)cc1	-2%	7%	-41%	1.2%	56%
C=CCOc1ccccc1CN1CCC(n2nccc2NC(=O)c2ccccc2)CC1	2%	-2%	6%	0.3%	10%
COC(=O)c1ccc(SCC(=O)NC2CCCC2)c([N+](=O)[O-])c1	-4%	-5%	0%	1.4%	23%
Cc1ccc(-c2nnc(SCC(=O)NCC3CCCO3)n2C)cc1 (stereo not drawn)	5%	-2%	6%	1.7%	.

Arranged by molar mass (lowest first): part of the list above.
SMILES	M. tuberculosis HTS	H1N1 NS1A inhibition	PhoP GFP inhibition	VEEV TC-83 Vero	M. tuberculosis	others
CCCNC(=O)C1CNc2ccccc2O1 (stereo not drawn)	-5%	-5%	-10%	0.6%	-8%
COC(=O)c1sc2nc[nH]c(=O)c2c1C	-2%	-2%	-10%	1.6%	5%
Cc1ccc(O)c(Cn2nnc3ccccc32)c1	0%	2%	-25%	i	-13%	VEEV TC-83 Vero 10K pilot screen=0.2
O=C(COc1ccccc1)Nc1nnc(-c2ccco2)o1	-3%	6%	-5%	i	.
O=C(N/N=C/C(Cl)=C/c1ccccc1)c1ccccn1	?	-5%	4%	1.4%	?
CCOCC(=O)Nc1cc(C(=O)OC)cc(C(=O)OC)c1	3%	-8%	2%	0.1%	32%	VEEV TC-83 Vero 10K pilot screen=1.8
CN(Cc1ccccc1)S(=O)(=O)c1cccc2cccnc12	-4%	-2%	6%	4.4%	4%
C#CCN(CC=C)C(=O)c1ccc2nc(C3CCCCC3)oc2c1	4%	-7%	-1%	1.4%	10%
COc1ccc(N=C2SCC(=O)N2c2ccc(OC)cc2)cc1	-2%	7%	-41%	1.2%	56%
O=C(N/N=C/c1ccc(OC(=O)c2ccco2)cc1)c1ccccn1	?	.	-6%	5.7%	6µM*
COC(=O)c1ccc(SCC(=O)NC2CCCC2)c([N+](=O)[O-])c1	-4%	-5%	0%	1.4%	23%
Cc1onc(-c2c(Cl)cccc2Cl)c1C(=O)NNc1ccccc1	66%	-3%	-7%	i	78%
C/C=C(\C)C(=O)N[C@@H](C)CN1C2=NC[C@H](C(C)C)N2C[C@H]1Cc1ccc(OC)cc1	.	-2%	.	0.2%	.
CCOC(=O)c1c(C)n(Cc2ccccc2)c2ccc(OCC(O)Cn3nc(C)cc3C)cc12 (stereo not drawn)	13%	5%	-3%	i	22%

Going on with the list:
SMILES	M. tuberculosis HTS	H1N1 NS1A inhibition	PhoP GFP inhibition	VEEV TC-83 Vero	M. tuberculosis	others
Cn1c(SCC(=O)N2CCOCC2)nc(O)cc1=O	1%	1%	2%	0.1%	-8%
OC12ONC(c3ccccn3)C1N1CCC2CC1 (stereo not drawn)	7%	-15%	-3%	i	48%	VEEV TC-83 Vero 10K pilot screen=0.4
COc1cccc(-n2c(Cc3cc(=O)[nH]c(=O)[nH]3)nnc2SCc2cccnc2)c1	-4%	-9%	-14%	0.1%	4%
NCCCCCc1nnc(SCC(=O)Nc2cccc(Cl)c2)o1	-3%	-15%	9%	2.7%	22%
CCCSC1=N/C(=C\C=C\c2ccco2)C(=O)S1	15%	12%	-17%	0.2%	?
COc1ccc(CC(=O)N(Cc2ccccc2)c2ccccc2)cc1S(=O)(=O)N1CCOCC1	2%	-20%	0%	6.7%	14%
COc1ccc(CC(NC(C)=O)C(=O)NC2CCN(c3c4c(nc5ncnn35)CCC4)CC2)cc1OC (stereo not drawn)	3%	.	-10%	.	-8%
COCCn1nnnc1C(C(C)C)N(Cc1cccnc1)Cc1cc2cc(OC)ccc2[nH]c1=O (stereo not drawn)	-8%	-6%	0%	5.8%	13%
COC(=O)[C@@H]1C[C@@]2(O)[C@H](O)[C@H](O)[C@H](O)C[C@H]2N1Cc1cccc2ccccc12	-2%	-8%	-16%	0.4%	-8%
Cc1nnc(SCC(=O)NC(C)(C)C)n1C1CCCCC1	-5%	-2%	2%	i	4%
Cc1ccc(-n2nc3c(=O)n(CC(=O)NC4CCCCC4)nc(C)c3c2C)cc1	-10%	-4%	-1%	i	4%
CC1CCCN(S(=O)(=O)c2ccc(S(=O)(=O)N3CCCN(Cc4ccccc4)C3)cc2)C1 (stereo not drawn)	.	2%	.	i	.
Cc1ccc(S(=O)(=O)NNC(=O)Nc2ccc([N+](=O)[O-])cc2)c(C)c1	3%	-6%	-3%	1.7%	2%
COc1ccc(CCNC(=O)COc2ccc(N(C)S(=O)(=O)c3ccc(C)cc3)cc2)cc1OC	-3%	11%	-4%	2.2%	14%
COCCCNS(=O)(=O)c1ccc(Cl)c(C(F)(F)F)c1	-13%	1%	-5%	4.6%	-12%
CCc1ccc(CN(C)CC(=O)Nc2ccccc2[N+](=O)[O-])cc1	3%	5%	-2%	i	12%
CNC(=O)C1CC(=O)N(CCc2ccc(OC)cc2)C(=Nc2ccc(OC)cc2)S1 (stereo not drawn)	-4%	-6%	8%	7.2%	12%
CC(C)CC(COCc1cccc(Cl)c1)N1CCN(C(=O)c2ccc(C(F)(F)F)cc2)CCC1=O (stereo not drawn)	2%	-1%	4%	1.9%	17%
CC(Oc1ccc(Cl)cc1)C(=O)NCCCn1ccnc1 (stereo not drawn)	-4%	8%	-6%	2.9%	9%
N#CC1=C(N)N(c2ccc(Cl)c(Cl)c2)C(=O)C1	?	-4%	8%	0.9%	3%

Two entries picked at random from the list so far, as already listed:
SMILES	M. tuberculosis HTS	H1N1 NS1A inhibition	PhoP GFP inhibition	VEEV TC-83 Vero	M. tuberculosis	others
COc1cccc(-n2c(Cc3cc(=O)[nH]c(=O)[nH]3)nnc2SCc2cccnc2)c1	-4%	-9%	-14%	0.1%	4%
O=C(N/N=C/C(Cl)=C/c1ccccc1)c1ccccn1	?	-5%	4%	1.4%	?

(cont.)
SMILES	M. tuberculosis HTS	H1N1 NS1A inhibition	PhoP GFP inhibition	VEEV TC-83 Vero	M. tuberculosis	others
CC(C)OC(=O)C1C(=O)CC(C)(O)C(C(=O)OC(C)C)C1c1ccc(F)cc1 (stereo not drawn)	8%	-1%	-12%	i	7%
Cc1ccc2c(c1)C1(C)C(C(C)(C)N2C=O)C1(Cl)Cl (stereo not drawn)	-6%	2%	6%	i	6%
CC(C)CCN(Cc1ccco1)S(=O)(=O)c1csc(C(N)=O)c1	5%	0%	-37%	i	23%
Cn1cccc1/C=N/NC(=O)c1cc2ccccc2cc1O	-2%	16%	8%	3.2%	?
COc1ccc(Cl)cc1NS(=O)(=O)c1ccc2c(c1)NC(=O)CCS2	9%	-10%	-19%	1.8%	-6%
CC(=O)Oc1ccccc1C(=O)N1CCN(S(=O)(=O)c2ccc3ccccc3c2)CC1	8%	3%	-15%	0.8%	19%
COc1ccc(CNC(c2ccccc2)c2ccc(Cl)cc2)cc1 (stereo not drawn)	6%	3%	-2%	4.2%	-10%
Cc1cccc(C)c1NC(=O)N1C(C(=O)O)CSC1C(=O)O (stereo not drawn)	-6%	4%	1%	2.3%	11%
CCOC(=O)c1cn(CC)c2cc3c(cc2c1=O)OCO3	4%	-16%	3%	0.2%	-2%
CC1CCC(NC(=O)CN2C(=O)NC3(CCCCC3C)C2=O)CC1 (stereo not drawn)	7%	-7%	.	i	.
CS(=O)(=O)N(CC(=O)N1CCCC1)c1ccc(Cl)cc1	2%	4%	-11%	i	5%
O=C(Nc1nnc(C(F)(F)F)s1)c1c(F)cccc1F	2%	-5%	15%	i	14%
CCCN1CCC(=NNc2ccc(S(N)(=O)=O)cc2[N+](=O)[O-])CC1	6%	-4%	11%	0.5%	3%
COc1cc2oc(=O)c(CC(=O)N3C[C@H]4C[C@@H](C3)c3cccc(=O)n3C4)c(C)c2cc1Cl	.	-3%	.	0.8%	.
CCC(=O)Nc1ccc(NC(=O)CSc2nnnn2-c2ccc(OC)cc2)cc1	-2%	-13%	12%	i	-4%
CC1(C(=O)O)CCC(C(=O)NNC(=O)c2ccccc2Cl)C1(C)C (stereo not drawn)	3%	.	1%	i	-10%
N#CCCN1CCN(S(=O)(=O)c2ccc(S(=O)(=O)N3CCCC3)cc2)CC1	1%	-2%	-1%	0.4%	1%
COCCn1cnc2c1c(=O)n(CC(=O)Nc1cc(C)on1)c(=O)n2Cc1ccccc1	-3%	-1%	-6%	1.3%	-3%
CC(C)NCCCOc1ccc(Cl)cc1Br	3%	4%	4%	i	22%
O=C(NNC(=O)C1CCN(S(=O)(=O)c2ccccc2C(F)(F)F)CC1)c1ccccc1O	6%	-6%	-2%	3.5%	-17%
N#Cc1ccc(C23CC4(C2)[C@H](CN(CC2CCCCC2)[C@@H]4c2ccccc2)C3c2ccc(Cl)nc2)cc1 (stereo partly drawn)	5%	-12%	-4%	i	72%
COc1cc(CC(NC(C)=O)C(=O)NC2CCN(C(=O)c3ccc(C)cc3)CC2)cc(OC)c1 (stereo not drawn)	2%	-6%	1%	i	-7%
Cc1ccccc1C(=O)NNC(=O)CN1C(=O)c2ccccc2C1=O	-4%	-13%	-5%	0.8%	-14%
CCOC(=O)C1=CN(Cc2cccc(F)c2)S(=O)(=O)N(C)C1c1ccc(F)c(Cl)c1 (stereo not drawn)	.	2%	.	0.7%	.
O=S(=O)(Nc1ccccc1)c1ccc(Oc2ncc(C(F)(F)F)cc2Cl)cc1	-3%	4%	-8%	0.1%	-8%
CCc1nnc(NC(=O)CCC(=O)Nc2ccc(Cl)cc2)s1	5%	0%	-4%	2.2%	-18%
CCCOP(=O)(c1ccccc1)c1ccccc1	3%	16%	-3%	i	-11%

Not a hit list, and some 1.6% of all compounds hit somewhere here.
